# High-throughput results (PubChem BioAssay)
# m5-HT2A agonist: mouse Htr2a agonists via beta-arrestin recruitment, primary screen, cell-based, luminescence | 5-hydroxytryptamine receptor 2A (Mus musculus), P35363 | CHO-K1 mHTR2A beta-arrestin complementation; percent of 30 µM serotonin response | activation, % at 7.6 µM | hit rate 0.66% among 360,000;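 active means activation above a run cutoff, the mean activation of all tested compounds plus 3 SD, cut at about 14% in these data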;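 further: 0% = plate median of compound wells and 100% = 30 µM serotonin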
# Target sequence (P35363 whole entry, looked up): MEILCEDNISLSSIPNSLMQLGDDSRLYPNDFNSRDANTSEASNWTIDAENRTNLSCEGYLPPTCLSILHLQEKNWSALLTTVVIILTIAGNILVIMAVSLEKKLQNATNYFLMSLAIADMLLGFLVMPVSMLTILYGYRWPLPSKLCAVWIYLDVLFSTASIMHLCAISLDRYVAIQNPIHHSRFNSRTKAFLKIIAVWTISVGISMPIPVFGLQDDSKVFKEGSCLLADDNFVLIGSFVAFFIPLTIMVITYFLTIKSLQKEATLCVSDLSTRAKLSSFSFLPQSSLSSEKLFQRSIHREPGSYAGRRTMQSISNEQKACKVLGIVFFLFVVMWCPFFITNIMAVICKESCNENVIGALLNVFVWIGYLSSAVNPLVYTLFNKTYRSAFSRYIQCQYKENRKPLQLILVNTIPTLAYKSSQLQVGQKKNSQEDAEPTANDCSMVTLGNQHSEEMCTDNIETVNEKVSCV
# CaV13 ICDI inh: Primary screen for inhibitors of IQ motif and Ca2+-dependent inactivation inhibitor domain binding in CACNA1D, Förster resonance energy transfer in living cells, …; HEK cells, CFP/YFP FRET ICDI-IQ, plate reader, 10 min; percent FRET-ratio fall versus neutral wells; inhibition, % at 12.3 µM; hit rate 0.098% among 340,000; AID 743397;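 active means mean replicate inhibition of at least 30% and at least 1% of replicates passing that level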;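 further: 0% = median of the neutral control wells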
# MC4R ag barr: MC4R agonists recruiting beta-arrestin, primary screen, cell-based, luminescence, agonist arm of biased-ligand search; activation, % at 8.9 µM; hit rate 0.98% among 360,000; U2OS MC4R beta-arrestin complementation; percent of melanotan II response, DMSO zero; Melanocortin receptor 4 (Homo sapiens), P32245;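 active means activation above a per-plate cutoff, the mean activation of sample wells on that plate plus 3 SD, cut at about 8% in these data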
# Target sequence (P32245 whole entry, looked up): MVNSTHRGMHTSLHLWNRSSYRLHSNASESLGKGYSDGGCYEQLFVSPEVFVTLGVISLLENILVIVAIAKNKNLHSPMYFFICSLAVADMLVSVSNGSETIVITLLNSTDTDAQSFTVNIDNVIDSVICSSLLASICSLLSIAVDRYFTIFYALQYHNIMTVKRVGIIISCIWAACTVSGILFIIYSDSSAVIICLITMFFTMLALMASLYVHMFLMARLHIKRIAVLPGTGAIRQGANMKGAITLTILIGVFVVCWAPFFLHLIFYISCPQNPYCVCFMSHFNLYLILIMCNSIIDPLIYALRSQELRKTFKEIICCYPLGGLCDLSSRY
# Cardio protect: cardioprotection against H2O2-induced cell death, primary screen, uHTS, H9c2 cells, ATPLite luminescence. H9c2 cardiomyocytes, H2O2 injury protection, 2 h. protection from H2O2 cell death, % at 20 µM. hit rate 0.63% among 360,000;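 active means compounds giving at least 50% protection of heart cells from peroxide-induced death in the single-dose screen, raw or plate-pattern-corrected value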;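 further: 0% = DMSO wells with peroxide and 100% = DMSO wells without peroxide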
# ABCB6 inh MLPCN: ABCB6 transporter inhibitors, primary screen, K562-ABCB6 cells, flow cytometry, MLPCN library | ATP-binding cassette sub-family B member 6 (Homo sapiens), Q9NP58 | K562-ABCB6 porphyrin accumulation, 1 h; stronger effect = lower value | fluorescence ratio to DMSO, % at 10 µM | hit rate 0.19% among 360,000;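 active means fluorescence ratio to DMSO below 75%, the collection mean minus 3 SD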;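 further: signal is porphyrin accumulated inside mitochondria; 100% equals median channel fluorescence of DMSO control wells; lower ratio means ABCB6 inhibition with less porphyrin fluorescence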
# aDG glyco act: activators of alpha-DG glycosylation, primary screen, uHTS, Pro5-aDG cells, AlphaScreen. hit rate 0.22% among 360,000. alpha-DG glycosylation AlphaScreen (IIH6); 0% Pro5, 100% B10-LARGE cell signal. activation, % at 10 µM;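 active means activation of at least 8% versus controls, or a plate z-score of at least 8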;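 further: Pro5 are CHO cells carrying HIG-tagged alpha-DG that lacks glycosylation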
# Vif inh: HIV Vif self-association inhibitors, primary screen, imaging, HEK293T, single point | HEK293T cells, Vif self-association by quenched fluorescence, 24 h | hit rate 0.35% among 340,000 | inhibition, % at 7.49 µM | AID 602346, 2012; in the data active means inhibition above about 50%, passing the limit was not always enough; further: some results filed as inactive read as strong as hits
# Glyco luc inh: increase of ERlucT glycosylation luciferase signal, primary screen, N-linked glycosylation inhibitor project, D54 ERlucT cells, luminescence, set 2; D54 ERlucT glycosylation luciferase reporter, 24 h; percent of 100 nM tunicamycin response; reporter increase, % at 12.5 µM; hit rate 0.23% among 360,000;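 active means mean luciferase reporter signal, scaled so untreated is 0 and the glycosylation-blocking control 100, at or above a set limit in every replicate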;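 further: luciferase carries N-glycosylation sites so blocking glycosylation raises the light; 0% = median of neutral control wells and 100% = median of 100 nM tunicamycin wells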
# MC4R antag cAMP: MC4R antagonists of cAMP signaling, primary screen, cell-based, TR-FRET, antagonist arm of biased-ligand search. MC4R-expressing cells, MTII-stimulated cAMP, LANCE TR-FRET. Melanocortin receptor 4 (Homo sapiens), P32245. hit rate 0.48% among 360,000. inhibition, % at 6.5 µM;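 active means inhibition above its plate's cutoff, the mean of tested wells on that plate plus 3 SD, cut at about 29% in these data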;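 further: 0% = Melanotan II alone and 100% = Melanotan II plus saturating MCL0020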
#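 Material: U2OS-MC4R stable cell line | Reagent: Melanotan II challenge after compound preincubation | Doses: One concentration, 6.5 µM nominal | Incubation: 30-min compound preincubation, 1-h Melanotan II challenge, 1-h detection, room temperature | Signal: TR-FRET cAMP assay | Replicates: One well per compound, no replicates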
# PDI turbidity: inhibitors of human PDI, primary screen, biochemical, turbidity, single point, plate reader; PDI insulin aggregation turbidity, A650, 90 min; inhibition, % at 10 µM; AID 588391, 2011; Protein disulfide-isomerase (Homo sapiens), P07237; hit rate 0.052% among 350,000;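 active means mean inhibition across replicates of 30% or more, whatever share of single replicates reach that level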;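 further: absorbance from insulin aggregation driven by PDI reduction with DTT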
# * marks the source's active call; other numbers are inactive results; i = inactive; / = not tested or not shown. Random draw from the library; about 3.6% have a hit in one of these screens.
# Every second line gives: m5-HT2A agonist	CaV13 ICDI inh	MC4R ag barr	Cardio protect	ABCB6 inh MLPCN	aDG glyco act	Vif inh	Glyco luc inh	MC4R antag cAMP	PDI turbidity
- O=C(Cn1ccc2ccccc2c1=O)NCCC(=O)N1CCCCC1
    9	-2	0.0	-3	157	0.0	-4	1	1	4
- Cc1ccc(OCCCn2ccnc2)c(Br)c1
    -3	-19	0.7	-9	96	0.3	2	1	2	-3
- CCOCCCNC(=O)c1oc2ccc(S(=O)(=O)N3CCOCC3)cc2c1C
    -1	-3	0.2	2	96	1.3	7	1	5	18
- COc1cc(C#Cc2c(-c3cncn3C)n(C)c3ccc(-c4ccc5[nH]ccc5c4)cc23)cc(OC)c1
    -9	-11	-0.5	-3	97	4.5	7	-4	-1	-6
- O=c1/c(=C/c2ccc(O)cc2)sc2n1CCCN=2
    0	/	-3.2	0	93	-0.7	8	-2	-16	25
- O=S(=O)(Nc1ccc2c(c1)oc1ccccc12)N1CCCC1
    -5	-3	1.4	-7	89	-0.2	-7	-1	8	1
- O=C(c1ccc2c(c1)OCO2)N1CCN(S(=O)(=O)c2ccccc2)CC1
    6	-6	-2.9	12	96	0.0	6	1	10	3
- O=C(NCc1ccc(C(F)(F)F)cc1)C1CC(c2c(Cl)cccc2Cl)=NO1 (stereo not drawn)
    -9	-10	-0.9	-11	102	0.3	-1	0	8	6
- [O-][n+]1c2cc(C(F)(F)F)ccc2c2n1CCN=C2c1ccc(Cl)cc1
    0	-5	0.0	3	90	-0.2	-2	2	2	-4
- COc1ccc(-n2c(C)cc(=O)[nH]c2=O)cc1
    18*	4	-1.9	2	104	0.0	-2	2	-4	0
- CC[C@]12c3[nH]c4ccccc4c3CCN1C(=O)C(CC(=O)NCC13CC4CC(CC(C4)C1)C3)C[C@@H]2C(=O)N1CCN(C(=O)c2ccco2)CC1 (stereo partly drawn)
    -2	-3	-2.6	-5	95	-0.1	/	7	-1	1
- CC(C)(C)NC(=O)C1c2ccccc2OCC(=O)N1Cc1ccccn1 (stereo not drawn)
    3	-1	/	/	95	-0.2	/	/	/	/
- CCOc1ccc2[nH]c3c(NCC(C)C)ncnc3c2c1
    -2	/	-1.8	-8	81	0.8	-13	8	6	4
- C=CCN(C(=O)Nc1ccc(OC)cc1)c1nnc(-c2ccncc2)s1
    7	-1	-0.5	13	100	-0.2	-5	0	-1	-21
- O=C(O)c1ccccc1N/N=C/c1c(Sc2nnnn2-c2ccccc2)nc2ccccn2c1=O
    -4	-8	-0.8	-5	222	0.2	i	2	-7	6
- Cc1cc(N(C)C)c(C#N)c(N2CCOCC2)n1
    3	-7	-1.0	12	92	0.4	-11	0	-4	2
- O=C1C(Sc2ccccc2)=C[C@@]2(O)CC[C@@H](O)[C@]1(Sc1ccccc1)[C@H]2O
    -1	-8	/	/	126	0.0	/	/	/	/
- CCCCN(C)c1c(N2CCC(C(=O)OCC)CC2)c(=O)c1=O
    4	-7	-1.0	3	99	0.2	1	0	6	3
- Cc1cc(=O)oc2cc(NS(=O)(=O)c3ccccc3)ccc12
    0	-5	-1.7	11	97	0.1	1	0	20	0
- CN(C)S(=O)(=O)c1cccc(NC(=O)COc2ccccc2C(=O)Nc2ccccc2)c1
    -7	-10	-2.4	21	81	-0.4	/	8	23	4
- CCOc1ccc(NC(=O)c2c(NC(=O)CNCCN3CCOCC3)sc3c2CCC3)cc1
    -2	/	-1.3	6	95	2.6	-6	-3	13	7
- Cc1ccc2c(C)c(C(=O)N(Cc3cccs3)C3CCS(=O)(=O)C3)oc2c1 (stereo not drawn)
    -2	-2	-1.3	-13	100	0.1	-8	0	7	-1
- O=C(CSc1ccccn1)N1CCc2ccccc21
    -2	-5	-2.0	3	97	-0.1	16	-8	2	1
- CC1=C(C(=O)Nc2ccc(C)cc2)C(c2cccs2)NC(=S)N1 (stereo not drawn)
    12	/	-2.1	5	102	0.0	2	3	-4	-10
- COc1ccc(C(=O)COC(=O)CCS(=O)(=O)c2ccc(C)cc2)c(OC)c1
    -3	-3	-2.9	-4	98	0.1	2	2	4	0
- COc1ccc(OCC(=O)Nc2ccc3oc(=O)ccc3c2)cc1
    4	/	-0.2	6	106	-0.2	0	0	-2	-1
- Cc1cc(C(C)(C)C)ccc1OCCOCCN1CCCC1
    -8	-4	1.1	0	101	1.1	0	-3	-2	4
- O=C(Oc1ccc[nH]c1=O)C1CC1
    1	-16	-1.7	6	101	0.0	14	-1	2	-7
- CS(=O)(=O)c1ccc(N2CCOCC2)c(S(C)(=O)=O)c1
    0	-7	-1.0	0	104	0.2	0	3	13	-2
- O=c1c2cn[nH]c2nc(SCc2ccc3c(c2)OCCO3)n1-c1ccccc1
    -6	-4	-1.3	-4	142	0.7	0	-3	-39	3
- O=C(Nc1cc(Cl)ccc1Cl)c1cc(-c2ccco2)on1
    9	-2	0.3	-11	97	-0.1	5	-1	17	9
- COc1cc(/C=N/NC(=O)c2ccc3nc[nH]c3c2)cc(OC)c1OC(C)=O
    -3	-15	-1.7	-1	106	0.0	7	2	-4	1
- CCCCOc1ccc(C(=O)Nc2ccc3c(c2)OCO3)cc1
    0	-6	1.2	-12	99	0.3	-3	1	4	-9
- Cc1ccnc(SCC(=O)c2cccc([N+](=O)[O-])c2)n1
    1	-3	-2.3	-2	101	0.4	8	4	3	0
- O=C(NNC(=O)C1CCCCC1)C(=O)NC1CCCCC1
    0	/	3.0	6	105	0.0	2	0	10	-2
- O=C(Cc1c(F)cccc1Cl)N/N=C/c1cccs1
    0	-6	-1.7	-3	86	0.3	/	/	10	3
- C=CC[C@@H](CC(=O)N[C@@H](CO)Cc1ccccc1)C(=O)N[C@H](COC(=O)[C@@H](CC=C)Cc1ccc(F)cc1)Cc1ccccc1
    -2	-11	1.5	1	94	-0.3	-1	-5	0	-3
- CC1=CC(=O)[C@@H](OC(=O)Nc2ccc(C)cc2)[C@@H](c2ccccc2Br)N1C
    2	-6	0.2	6	95	0.0	0	1	4	1
- CCc1nc(C)ccc1OCC(=O)NCCCN(C)C
    -2	-5	1.1	13	93	0.1	3	1	-3	-1
- COc1ccc(/C=C(/C(=O)c2ccc(Cl)cc2Cl)n2cncn2)cc1
    0	-4	2.0	1	100	0.5	6	0	1	5
- O=C(c1ccccc1)N1N=C(c2ccco2)CC1c1cccs1 (stereo not drawn)
    -2	-12	0.3	3	102	0.3	1	-1	-2	2
- Cn1ncc(Cl)c1C(=O)Nc1cccc(Cl)c1
    -2	/	-1.3	-6	104	0.3	6	2	9	5
- Cc1ccc(S(=O)(=O)NC(=O)NCCc2ccccc2)cc1
    -1	-4	1.7	2	98	-0.1	7	0	7	12
- O=C(Nc1nc(-c2ccccc2)cs1)c1cccc([N+](=O)[O-])c1C(=O)O
    3	-3	-0.4	10	99	0.5	-9	0	-3	2
- CCNC(=O)C1(C)CCCN(C(=O)c2cc(-c3cccs3)oc2C)C1 (stereo not drawn)
    -1	-5	-0.6	-21	85	0.5	/	-8	-6	0
- Cc1ccc(C)c(C(=O)c2c(C)nc3sccn23)c1
    0	/	-1.1	-9	95	-0.1	-6	-1	-2	-3
- O=C(CN(CCO)c1ccccc1)Nc1ccc(Cl)c(S(=O)(=O)N2CCOCC2)c1
    -5	-6	-3.9	-13	93	0.3	-4	-2	1	-4
- CN(c1ccccc1)c1nc(N)c([N+](=O)[O-])c(NC2CCCCC2)n1
    -1	-12	-0.3	-5	98	-0.1	-13	-5	10	2
- COc1ccccc1CNCC(O)Cn1c2ccccc2c2ccccc21 (stereo not drawn)
    10	-4	10*	-39	104	-0.9	2	-3	3	-8
- CCCCn1nnnc1NCc1ccc(N(CC)CC)cc1
    1	-10	-0.1	4	97	0.4	-1	1	-1	0

# Going on with the list:
# Every second line gives: m5-HT2A agonist	CaV13 ICDI inh	MC4R ag barr	Cardio protect	ABCB6 inh MLPCN	aDG glyco act	Vif inh	Glyco luc inh	MC4R antag cAMP	PDI turbidity
- O=C(c1ccc2nc(Cc3cccc(Cl)c3)oc2c1)N1CCOCC1
    -4	/	-2.1	-1	97	0.1	/	0	9	2
- COc1ccc(NC(=O)N(C)C[C@H]2Oc3ccc(NC(=O)Cc4ccccc4)cc3C(=O)N([C@H](C)CO)C[C@@H]2C)cc1
    0	-4	-2.2	8	99	0.1	1	0	5	-3
- CC(C)C(=O)Nc1c(-c2cccs2)c(=O)c2ccccc2n1C
    -3	-6	-1.4	4	106	-0.2	16	0	5	0
- CC1(Oc2ccc(F)cc2)CCN(Cc2ccccc2OC(F)F)C1 (stereo not drawn)
    -7	-5	-0.2	-3	93	0.0	13	3	1	-6
- COc1ccccc1NC(=O)c1ccc(COc2ccccc2OC)o1
    -7	-5	2.7	9	98	-0.1	0	1	1	-7
- CC(C)C(c1nnnn1C1CCCC1)N1CCOCC1 (stereo not drawn)
    2	-5	0.1	0	99	-0.1	-7	1	4	15
- Cc1ccc(SCc2[nH]nc3c2C(c2cccnc2)C(C#N)=C(N)O3)cc1 (stereo not drawn)
    -4	-8	-0.1	5	99	-0.1	-1	1	8	4
- Cc1cc(NC(=O)CSc2nnnn2-c2ccc(C)c(Cl)c2)no1
    10	-2	-1.5	-6	72*	-0.2	19	0	2	-9
- O=C(NCCCN1CCOCC1)c1cc(-c2ccc(Br)cc2)nc2ccccc12
    -9	-7	-0.4	6	97	-0.1	5	-4	-9	7
- C[C@@H](NCCCn1ccc(NC(=O)OCc2ccccc2)nc1=O)c1cccc2ccccc12
    -7	-6	-1.1	7	102	0.4	/	-1	9	-7
- CCOC(=O)C1CCN(CC(=O)Nc2cc(S(=O)(=O)N3CCCCC3)ccc2Cl)CC1
    -2	-6	-2.8	-13	99	1.3	-11	-6	3	-2
- COc1ccc(CNC(=O)C2(C)Cc3c(-c4ccc(C(N)=O)cc4)ccnc3O2)cc1OC (stereo not drawn)
    6	-7	2.1	13	98	-0.3	/	3	-6	-1
- Cc1c(C#N)c2ccccc2n1CC(=O)NCCc1c[nH]c2ccccc12
    0	-7	-1.3	19	97	-0.1	-5	-3	1	10
